Screens: PubChem, Broad Institute
PGC1a acetyl inh: modulators of PGC1a acetylation | actives 0.17% (n = 350,000) | inhibition, % at 15.6 µM | U2OS PGC1a acetylation, AlphaScreen anti-acetyl-lysine; with virally co-expressed GCN5 acetyltransferase;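 active = every replicate shows inhibition of at least 40%; inconclusive = mean inhibition at least 40% but some replicate below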;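 note: 0% = neutral control wells and 100% = positive control wells; some results beyond the cut were filed as inactive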
INS-1E GSIS act: primary screen for activators of insulin secretion dependent on glucose, INS-1E cells, GLuc reporter luminescence; activation, % at 16.6 µM; actives 0.61% (n = 370,000); INS-1E GLuc reporter insulin secretion, 2-3 h;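 active = lowest replicate activation of at least 40%, so every replicate reaches that level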;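 note: 0% = median of neutral control wells and 100% = median of IBMX positive control wells; some compounds called inactive have numbers as strong as hits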
LGR2 antag: blocks bursicon-induced cAMP signaling via Drosophila LGR2 | HEK293 LGR2, CRE-luciferase, bursicon-stimulated, 4 h | inhibition, % at 9.99 µM | actives 0.35% (n = 380,000) | AID 720647;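 active = drop in luminescence signal, shown as inhibition above about 50% in the replicate tests, limit read from the data, passing the limit was not always enough; inconclusive = probably only some replicates passing the limit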;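 note: agonist challenge used bursicon conditioned medium at about half maximal strength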
Cneo AK release: causes C. neoformans cell lysis; lysis activity, % at 15 µM; actives 0.2% (n = 360,000); adenylate kinase release luminescence, 4 h; normalised: neutral wells 0, clomiphene wells 100;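 active = mean lysis activity across replicates of at least 80%, whatever share of replicates individually reach that level; inactive = mean lysis activity below 80%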
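Assay system: Cryptococcus neoformans yeast cells / Dosing: single-point compound dose / Timing: 4 h at 37 °C static, read 1 h later / Measured by: luminescence of released adenylate kinase using an AK detection reagent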
PglD inh: PglD (C. jejuni) enzyme inhibition; purified PglD enzyme, DTNB colorimetric CoA detection; inhibition, % at 12.5 µM; actives 0.098% (n = 360,000); AID 602405; in the data active = inhibition above about 16%, passing the limit was not always enough; inconclusive = no clear call, values can overlap the other calls; note: strong numbers were not always called active
C2C12 statin: suppression of simvastatin myotoxicity. C2C12 myotubes + simvastatin, ATP luminescence, 48 h; scaled: DMSO 0, geranylgeraniol control 100. rescue of ATP level, % at 7.49 µM. actives 0.78% (n = 330,000);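 active = mean ATP rescue above about 67%, or every replicate alone reaching that limit, limit read from the data, passing the limit was not always enough; inconclusive = no clear call, values can overlap the other calls; inactive = mean under the limit and some replicate under it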;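 note: myotubes were challenged with 10 µM simvastatin during compound exposure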
PAX8 inh HTS: PAX8 transcriptional activity inhibition; AID 652154; actives 1.2% (n = 360,000); RMG-I TPO-luciferase reporter, SteadyGlo, 24 h; inhibition, % at 12.6 µM;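 active = mean replicate inhibition at least 60% with every replicate also reaching 60%; inconclusive = only one of the two criteria is met; inactive = mean below 60% and not all replicates reaching 60%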;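 note: luciferase light reporting Pax8 driven TPO promoter activity; plate controls were median of neutral control wells for no effect and mitoxantrone controls for full effect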
ARNT-TACC3 inh: disruptors of human ARNT/TACC3 interaction. Q9Y6A5. AlphaScreen His-ARNT PAS-B/GST-TACC3 binding, luminescence; TACC3 fragment carries E629A point mutation. inhibition, % at 9.99 µM. AID 623870. actives 0.66% (n = 390,000);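 active = mean inhibition of replicates at least 50% and at least half of replicates each reaching 50%; inconclusive = half or more replicates reach 50% but mean below 50%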;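 note: 0% = complete ARNT plus TACC3 wells and 100% = ARNT alone without TACC3; many hits fall short of the cut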
An asterisk follows results filed as active; ? = inconclusive; / = not tested or not shown; & = joins results of further samples; ! = not active in a repeat.

SMILES	PGC1a acetyl inh	INS-1E GSIS act	LGR2 antag	Cneo AK release	PglD inh	C2C12 statin	PAX8 inh HTS	ARNT-TACC3 inh
C[C@H]1CN([C@@H](C)CO)S(=O)(=O)c2ccc(-c3ccc(F)cc3)cc2O[C@@H]1CN(C)C(=O)Nc1ccc(F)cc1	-0.4	-20.6	23.9	/	/	-44.1	/	/
N#C[C@H]1[C@@H](c2ccccc2/C=C/c2ccccc2)[C@@H](CO)N1S(=O)(=O)c1ccc(F)cc1	-5.7	-6.4	7.8	/	/	/	-1.4	/
Cc1nnc2sc(SCC(=O)Nc3ccc(Br)cc3)nn2c1=O	7.8	16.7	-2.4	/	/	12.3	-5.8	73.7*
COc1cccc(-c2noc(CCC(=O)NCCc3ccccc3)n2)c1	11.8	-3.3	-14.6	-2.3	-1.2	19.6	-2.0	15.4
O=C(Cn1cc(COc2ccccc2C(F)(F)F)nn1)c1ccc(O)cc1	/	-10.1	-14.8	13.0	-0.8	21.3	6.4	2.9
C[C@@H]1CN([C@@H](C)CO)C(=O)c2cccc(NC(=O)c3nc4ccccc4s3)c2O[C@H]1CN(C)C(=O)Nc1ccc(F)cc1	8.4	-29.4	5.0	-1.5	-0.6	/	/	-10.6
CC(C)NC(=O)Nc1ccc2c(c1)C(=O)N([C@H](C)CO)C[C@H](C)[C@H](CN(C)Cc1ccc(-c3ccccc3)cc1)O2	3.3	-24.8	13.6	4.2	5.5	-34.0	-8.8	/
O=C(Nc1ccc(C(F)(F)F)cc1)N1C[C@@H]2N[C@H](C1)C2c1ccc(-c2ccccc2)cc1 (stereo partly drawn)	?	754.7*!	18.1&-1.6	/	/	/	107.7*	/
COC(=O)C1CCN(C(=O)c2ccc(OC3CCN(Cc4ccccn4)CC3)cc2)CC1	15.2	-7.1	8.0	/	/	/	-1.4	5.6
CC(C)(C)NCC(O)CON=C1c2ccccc2-c2ccccc21 (stereo not drawn)	/	3.4	6.7	/	/	/	-2.5	2.9
COc1ccc(-n2cc(CN(C)C3CCOCC3)c(-c3cccc(F)c3)n2)cc1	/	-1.0	-3.5	/	/	/	2.4	-12.9
CCC(C(=O)N1CCOCC1)n1c2ccccc2c2nc(=O)cc(C)n21 (stereo not drawn)	3.0	20.4	-23.6	-1.3	0.5	-2.9	-10.1	-3.4
COc1ccc(CN(C)C[C@H]2Oc3ccc(NS(=O)(=O)c4ccc(C)cc4)cc3C(=O)N([C@H](C)CO)C[C@H]2C)cc1	-14.2	7.7	4.9	1.7	3.2	41.0	-2.1	-11.4
O=C(C[C@H]1CC[C@@H]2NC[C@@H](O)COC[C@H]2O1)NCCc1ccccc1	-0.2	11.3	18.9	-1.3	-0.9	16.6	14.6	-3.3
O=C(C[C@H]1CC[C@H](NC(=O)C2CCC2)[C@@H](CO)O1)NCc1ccncc1	-3.2	-2.5	-23.0	-2.4	1.5	-2.9	-2.2	8.1
COc1ccccc1NC(=O)Nc1nc(C(N)CCc2ccccc2)cs1 (stereo not drawn)	-8.8	/	/	-0.5	1.1	-6.4	-4.0	/
O=C(CN1CCOCC1)N1CCCCN2[C@@H](CO)[C@H](c3ccc(Br)cc3)[C@@H]2C1	5.6	1.5	-13.0	0.6	-0.9	-13.7	0.2	-3.1
O=C(C1CCCCC1)N1C[C@@H](n2cc(-c3ccc(F)cc3)nn2)[C@H](O)C[C@@H]1c1ccccc1	5.8	-13.7	22.2	-1.6	1.5	-3.9	5.9	/
CC(C)NC(=O)N1C[C@H]2[C@@H](c3ccccc31)[C@H](CO)N2C(=O)c1ccccc1	3.6	1.5	-11.4	4.2	-2.7	-1.8	4.7	-3.9
CCN(CC)CCNC(=O)c1ccccc1N	-8.2	/	/	2.4	/	-3.4	/	-2.4
CCCc1ccc(C(=O)/C=C/N(C)C)cc1	/	/	/	0.0	-3.4	3.1	-171.2	5.3
Cc1ccc(NC(=O)c2cc(NC(=O)c3ccco3)ccc2N2CCCCC2)cc1	-0.8	/	/	-2.1	7.3	-23.3	/	-51.2
CC(CN1CCCC1)C(=O)NN (stereo not drawn)	30.7	12.8	16.1	-1.1	6.1	9.3	-9.2	-3.3
CCCCNC(=O)C1(C)CCN1C(=O)CSc1ccccc1 (stereo not drawn)	-2.9	/	6.8	1.9	1.9	-5.0	-3.5	/

Ordered by value in PglD inh (low to high): three of the compounds above
canonical_smiles	PGC1a acetyl inh	INS-1E GSIS act	LGR2 antag	PglD inh	ARNT-TACC3 inh
CC(C)NC(=O)N1C[C@H]2[C@@H](c3ccccc31)[C@H](CO)N2C(=O)c1ccccc1	3.6	1.5	-11.4	-2.7	-3.9
O=C(C[C@H]1CC[C@H](NC(=O)C2CCC2)[C@@H](CO)O1)NCc1ccncc1	-3.2	-2.5	-23.0	1.5	8.1
CCCCNC(=O)C1(C)CCN1C(=O)CSc1ccccc1 (stereo not drawn)	-2.9	/	6.8	1.9	/

Other compounds:
SMILES	PGC1a acetyl inh	INS-1E GSIS act	LGR2 antag	Cneo AK release	PglD inh	C2C12 statin	PAX8 inh HTS	ARNT-TACC3 inh
Cc1ccc(NC(=O)CCN2C(=O)NC3(CCCC3)C2=O)cc1	/	19.7	0.3	-0.3	1.2	-5.1	4.1	-3.0
C[C@H](CO)N1C[C@H](C)[C@@H](CN(C)S(=O)(=O)c2cn(C)cn2)Oc2ccc(NC(=O)Cn3cnnn3)cc2C1=O	0.4	6.7	-12.9&11.2	-2.5&4.6	0.5&0.5	21.0&-3.6	-9.5	-1.7&-6.0
O=C(O)c1ccc(-n2ncc(Cl)c(Cl)c2=O)cc1	4.7	/	/	-1.4	3.0	11.0	/	/
Cc1cc(-c2nnnn2-c2ccc(C(F)(F)F)cc2)no1	5.8	2.2	-5.7	/	/	-3.1	9.4	4.1
C[C@@H]1CN([C@@H](C)CO)C(=O)c2cc(NC(=O)CCC(F)(F)F)ccc2O[C@H]1CN(C)C(=O)NC1CCCCC1	1.0	22.8	13.8	1.5	2.1	14.5	17.4	0.7
CCN(CC)CCNC(=O)c1cc(S(=O)(=O)N2CCc3ccccc32)cn1C	/	/	-35.4	-3.1	2.7	-4.3	9.3	-8.5
CCCCCCOc1ccc(C(CC(=O)NC)C(=O)O)cc1 (stereo not drawn)	-21.7	18.8	0.1	0.0	-8.6	7.3	7.5	-3.6
Cc1ccc2cccc(SCC(=O)Nc3ccc(F)cc3)c2n1	-8.8	5.0	8.6	0.0	0.0	8.7	-4.0	-2.7
COC(=O)c1c(NC(=O)C(C)C)sc(C(=O)N2CCOCC2)c1C	-1.7	20.6	-10.9	-1.1	-1.2	2.8	-0.4	-4.7
O=C(N[C@@H]1C=C[C@H](CC(=O)N2CCC(Cc3ccccc3)CC2)O[C@H]1CO)c1cnccn1	-1.6	2.2	25.5	0.8	7.0	2.1	/	7.6
O=C(CSc1ncnc2c1oc1ccccc12)Nc1cccc(C(F)(F)F)c1	-0.4	15.1	2.7	1.0	1.3	/	7.2	1.5
COc1ccc(-n2nc3c(N4CCC(C(=O)NCCc5ccco5)CC4)nnc(C)c3c2C)cc1	0.4	-1.8	1.6	0.6	-0.5	-2.1	43.6	1.9
C/C(=N\Nc1nc2ccccc2s1)c1ccc2c(c1)OCO2	/	-6.8	-54.4	/	/	/	-32.7	-1.5
CCOC(=O)c1c(C)[nH]c(/C(C)=N/NC(=O)c2cccnc2)c1C	-1.3	10.3	0.2	0.1	5.6	-1.7	-14.2	/
Cc1cc(C)nc(SCC(=O)Nc2ccc(S(=O)(=O)Nc3nccs3)cc2)n1	-1.7	/	/	-3.5	0.2	18.1	/	-2.2
O=C(C[C@H]1CC[C@H]2[C@@H](COC[C@@H](O)CN2S(=O)(=O)c2cccc(Cl)c2)O1)NCc1ccc2c(c1)OCO2	3.1	-5.5	8.9	-0.7	0.4	5.8	-2.4	8.1
CCCNC(=O)C[C@@H]1CC[C@H]2[C@@H](COC[C@@H](O)CN2Cc2ccncc2)O1	-3.1	19.8	-19.2	-1.3	1.8	11.5	-0.9	8.4
O=C(CNC(=O)c1cccs1)Nc1ccc2c(c1)OCCO2	/	-2.1	-0.9	-6.4	-5.1	4.2	-93.5	18.3
CCOc1cccc(/C=C2\NC(=S)N(c3ccccc3)C2=O)c1O	1.6	-38.5	-83.3	-0.3	-7.8	-64.6	-2.0	-3.2
O=C(N/C(=C/c1ccc(Br)cc1)C(=O)N1CCOCC1)c1ccco1	5.4	0.0	10.0	1.2	7.4	/	4.2	-7.1
CC(C)N1CN(c2ccccc2)C(=S)N(c2ccccc2)C1	5.4	6.2	-10.5	0.5	0.1	/	-14.1	-6.4
CCC(=O)Nc1cccc(C(=O)OCc2cccc([N+](=O)[O-])c2)c1	/	-1.6	-28.3	-2.2	-3.6	0.0	-1.0	/
CCC(=O)Nc1ccc2c(c1)C(=O)N(C)[C@H]1CC[C@H](CC(=O)NCc3ccc(OC)cc3)O[C@@H]1CO2	2.1	7.2	-21.4	-1.3	3.7	0.5	10.3	-9.6
Cc1cc2c(c(=O)o1)C(c1cccs1)C(C#N)=C(N)O2 (stereo not drawn)	/	-24.5	8.9	/	/	/	-5.0	-23.9
CN(C)/C=C/C(=O)c1ccc(-n2cccc2)cc1	3.8	-2.6	-8.5	/	/	/	-46.6	1.7
Cn1c(=NC(=O)C2CCN(S(=O)(=O)c3cccs3)CC2)sc2ccccc21	-5.0	1.7&23.4	1.4	-0.1	-0.1	/	-2.4	-2.8&-3.6
CCn1nccc1NC(=O)c1ccc2sc([C@@H]3O[C@H](CO)[C@H](O)[C@H](O)[C@H]3O)nc2c1	3.7	/	-1.7	0.4	3.6	1.9	6.6	/
CCOC(=O)N1CCC(NC(=O)C2CCN(C(=O)c3cc4oc(C)cc4n3Cc3c(F)cccc3Cl)CC2)CC1	/	-5.4	11.1	/	/	/	7.8	-2.2
O=C(Nc1ccccc1)N1CC(=O)N2[C@H](C1)[C@@H](c1ccc(C#CC3CC3)cc1)[C@@H]2CO	10.2	-21.5	9.4	/	/	/	14.4	/
Cc1noc(C)c1S(=O)(=O)Nc1ccc2c(c1)C(=O)N([C@H](C)CO)C[C@@H](C)[C@H](CN(C)S(=O)(=O)c1cccs1)OCCCC[C@H](C)O2	-6.8	2.7	-5.2	2.5	2.8	24.3	-8.0	5.5
Cc1ccccc1CNC(=O)CC1C(=O)NCCN1CC1CCCCC1 (stereo not drawn)	2.6	2.5	28.1	-0.2	15.4	0.7	5.3	-4.7
CCN=C1S/C(=C/c2ccc(-c3ccc(F)cc3)o2)C(=O)N1CC	8.4	4.0	-8.4	0.3	-2.3	1.9	-11.9	-4.6
COc1ccccc1OC(C)C(=O)Nc1ccc(S(=O)(=O)Nc2nccs2)cc1 (stereo not drawn)	3.1	14.2	-11.0	-0.8	-3.2	/	1.3	10.1
C[C@H](CO)N1C[C@H](C)[C@H](CN(C)S(=O)(=O)c2cccs2)Oc2ccc(NC(=O)c3ccncc3)cc2CC1=O	2.1	9.4	-1.6	-1.5	3.2	-5.7	/	-2.4
COc1cccc(CNC(=O)CCCn2ccc3cc(S(=O)(=O)N4CCCC4)ccc32)c1	-10.6	-20.5	0.9	19.3	-4.3	-13.2	6.8	-0.9
Cc1cc(C)n2nc(S(=O)(=O)N(C)Cc3ccccc3)nc2n1	0.6	/	/	12.2	1.7	6.2	6.1	-0.3
O=C(N/N=C/c1cc([N+](=O)[O-])ccc1O)/C(=C\c1cccs1)NC(=O)c1ccccc1	/	-17.5	15.3	/	/	/	23.3	1.5
